# From PubChem BioAssay
# Autophagy mod – modulators of autophagy | MEF GFP-LC3 puncta imaging; test concentration mostly 10 µM | calls only at 10 µM (by protocol) | hit rate 0.98% among 190,000 | AID 463193;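 active = percentage of spot-positive cells more than 3 SD above its plate mean, without a fluorescence outlier flag or 80% toxicity; inconclusive = no clear call, values can overlap the other calls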;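 also: spot-positive cell cutoff set from DMSO-treated cells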
# P. falciparum M1AAP – P. falciparum M1AAP inhibitors, biochemical, fluorogenic H-Leu-NHMec substrate, 1536-well (AID 1445); one-dose inhibition, % at 30 µM; IC50 in µM for titrated hits; hit rate 0.42% among 220,000; recombinant M1AAP, H-Leu-NHMec fluorogenic kinetic assay; higher % means a stronger effect;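 active = primary inhibition above the hit cutoff, then over 50% inhibition at one or more dose response concentrations, cut at about 23% in these data, passing the limit was not always enough; inconclusive = conflicting primary data, or primary hits not chosen for dose response; inactive = low primary inhibition, or under 50% at every dose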;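 also: plate controls were DMSO full reaction for no effect and no enzyme background for full effect; strong numbers were not always called active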
# bCat nuc transl – beta-catenin nuclear translocation modulation; HeLa beta-catenin nuclear translocation, immunofluorescence imaging; nuclear translocation activity, % at 5 µM; hit rate 0.3% among 190,000; AID 1665;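 active = nuclear translocation activity above 50% at 5 µM, with a well cell count of 50 or more; inconclusive = wells under 50 cells across six images, flagged as toxic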;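 also: per-cell ratio of nuclear to cytoplasmic median beta-catenin stain intensity; plate controls were DMSO negative control for no effect and GSK-3 inhibitor IX positive control for full effect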
#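 assay system = human HeLa cells, endogenous beta-catenin | times = compound treatment 24 h, 37°C, 5% CO2 | detection = Anti-beta-catenin immunofluorescence on PFA-fixed, Triton-permeabilized cells, DAPI nuclei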
# T cell modulator – T cell immune modulators affecting CD8 T cell-vesicle binding; hit rate 0.068% among 330,000; AID 2052; 2C CD8+ T cell-vesicle binding, flow cytometry; hits give low values; calls only at 7 µM;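 active = response, share of CD8 T cells binding vesicles, and their 90th percentile fluorescence all below set limits, cut at about 80% in these data, passing the limit was not always enough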
#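 Also added: QL9-peptide-loaded Drosophila micro-vesicles bearing Ld, ICAM-1 and B7-1; Test system: purified 2C TCR transgenic mouse naive CD8+ T cells; Measured by: cytometric PE anti-B7-1 and Alexa647 anti-CD8 signals after 1% paraformaldehyde fixation; Timing: binding step 1.5 h, 37 °C, antibody labelling 20 min, ice.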
# WT yeast gro inh – growth inhibition of WT yeast, mitochondrial fusion screen; hit rate 2.1% among 190,000; inhibition, % at 10 µM; mitochondrial fusion phenotypic screen, WT strain; in the data active = inhibition above about 58%; tested in S. cerevisiae
# P. falciparum M17LAP – P. falciparum M17LAP inhibitors, primary screen, biochemical, fluorogenic H-Leu-NHMec substrate, 1536-well (AID 1619). recombinant M17LAP, H-Leu-NHMec fluorogenic kinetic assay; higher % means a stronger effect. inhibition, % at 30 µM; hits with a dose series show IC50 in µM. hit rate 0.38% among 220,000;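 active = compound inhibiting the enzyme by more than half at any dose during confirmatory dose-response retesting; inconclusive = strong single-dose inhibitors picked by rank but not retested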;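 also: plate controls were full reaction with DMSO carrier for no effect and no enzyme background for full effect; strong numbers were not always called active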
# MT stabilize HCS – stabilizes microtubules in HeLa cells | HeLa tubulin immunostaining HCS, 24 h; share of cells brighter than vehicle mean+2SD | % tubulin-high responders, % at 10 µM | hit rate 0.83% among 200,000;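 active = plate Z-score above 3 for both tubulin-high and condensed-nucleus cell shares, with cell loss under 80%, at 10 µM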;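 also: anti alpha tubulin signal scored within the nucleus-defined area of each cell; some results filed as inactive read as strong as hits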
# Yfh1-off respiration – mitochondrial function rescue without frataxin homolog – Friedreich's ataxia, plus single-dose screen, dose response (AID 1465); one-dose fold induction at 50 µM; EC50 in µM for titrated hits; S. cerevisiae Yfh1-off respiration, WST-1 reduction, 72 h; higher fold induction means a stronger effect; hit rate 0.074% among 220,000;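 active = fold induction of absorbance versus untreated yeast above a set limit, then at least 30% activation at any dose in follow-up; inconclusive = repeats straddling the limit, or above it without dose testing; inactive = fold induction below the set limit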;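 also: activators that raise dye reduction in frataxin-depleted yeast; strong numbers were not always called active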
# Dynein transport – dynein cargo transport inhibition; 3617.4 mouse cells, GR-EGFP nuclear translocation imaging; test concentration mostly 20 µM; stimulated with dexamethasone, 1 µM; hits give low values; z-score, hits read low; hit rate 0.47% among 220,000; AID 1381;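 active = plate z-score of nuclear minus cytoplasmic receptor signal below a set negative limit, without overly bright fluorescence or cell loss, cut at about -3.5 in these data, passing the limit was not always enough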;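 also: z-score of nuclear minus cytoplasmic ring GR-EGFP intensity difference per well; some compounds called inactive have numbers as strong as hits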
#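 Medium: Induction medium lacking tetracycline, stripped serum | Probe or stimulus: 1.0 µM final dexamethasone stimulus | Schedule: 48 h induction, then 1 h compound, then 30 min agonist, 37 °C | Signal: Automated 10x imaging of fixed Hoechst-stained cells | Evaluation: Per-cell GR-EGFP intensity, nucleus versus surrounding cytoplasmic ring, well-averaged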
# WT yeast gro inh mutant strain – also measured in WT yeast gro inh; calls as there; inhibition, %; mitochondrial fusion phenotypic screen, mutant strain inhibition
# Dynein transport cytoplasmic EGFP – also measured in Dynein transport; calls as there; z-score; measured here: cytoplasmic GR-EGFP intensity; hits give high values
# Dynein transport nuclear GR-EGFP – recorded beside Dynein transport, whose call it bears; z-score; measured here: nuclear GR-EGFP intensity;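 lower value marks the stronger effect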
# Dynein transport cell count – second read-out of Dynein transport, no call of its own (marks repeat the call); z-score; measured here: cell count per field
# bCat nuc transl cell count 5 µM – further read-out of bCat nuc transl, marked with its call; cell count; measured here: cell count, cytotoxicity flag
# T cell modulator vesicle-bound % – further read-out of T cell modulator, marked with its call; double positive events, %; measured here: CD8+ vesicle-bound cell fraction;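 binding gate set so that unloaded-vesicle control wells show 10% double positive cells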
# MT stabilize HCS Hoechst-high % – second read-out of MT stabilize HCS, no call of its own (marks repeat the call); % Hoechst-high responders; measured here: nuclear condensation Hoechst responders;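 share of cells brighter than vehicle mean plus two SD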
# MT stabilize HCS cytotoxicity % – also measured in MT stabilize HCS; calls as there; toxicity, %; measured here: cytotoxicity by cell density;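 0% = mean cell density of plate MIN control wells and 100% = no cells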
# Autophagy mod cell loss 18 h – second read-out of Autophagy mod, no call of its own (marks repeat the call); toxicity, %; measured here: cell loss, nuclei count;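 cell loss after 18 h compound exposure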
# * marks the source's active call; other numbers are inactive results; i = inactive; ? = inconclusive; . = no result given.
SMILES,Autophagy mod,Autophagy mod cell loss 18 h,P. falciparum M1AAP,bCat nuc transl,bCat nuc transl cell count 5 µM,T cell modulator,T cell modulator vesicle-bound %,WT yeast gro inh,WT yeast gro inh mutant strain,P. falciparum M17LAP,MT stabilize HCS,MT stabilize HCS Hoechst-high %,MT stabilize HCS cytotoxicity %,Yfh1-off respiration,Dynein transport,Dynein transport cytoplasmic EGFP,Dynein transport nuclear GR-EGFP,Dynein transport cell count
Cc1cccc(COCC(Cc2ccccc2)N2CCN(C(=O)c3ccc(Cl)c(Cl)c3)CCC2=O)c1 (stereo unspecified),i,-57,-1%,.,.,i,10,40,-15,9%,3.4,2.4,3.3,i,-0.33,-0.24,0.33,-0.062
Cn1nnc2c(NCc3ccco3)nccc21,i,3,16%,-2.8,902,i,13,1,8,-21%,5.2,1.9,3.7,i,1.7,-0.38,0.57,0.031
COC(=O)Cc1ccc(NC(=S)NCc2cccc(OC)c2)cc1,i,8,2%,0.3,1485,i,52,-6,20,8%,11,1.6,14,i,0.073,-0.31,0.085,0.69
CC(=O)Nc1ccc2c(c1)CCCC2,.,.,-2%,-0.5,1357,i,32,.,.,1%,.,.,.,i,-0.58,-0.1,-0.26,0.63
NS(=O)(=O)c1ccc(NC(=S)NCc2ccc3c(c2)OCO3)cc1,i,-4,16%,-1.3,1063,i,36,-8,-2,17%,2.0,1.9,6.5,i,-0.79,-0.35,-0.26,0.82
Cc1cccc(C(=O)Oc2ccc(/C=N/NC(=O)c3ccncc3)cc2)c1,i,-5,1%,-0.6,1075,i,49,-15,-9,-11%,4.0,3.6,4.2,i,-0.82,-0.28,-0.51,0.95
CCOC(=O)c1sc(NC(=O)CSC(=S)N2CCOCC2)nc1C,.,.,-2%,-1.1,1274,i,59,.,.,-2%,.,.,.,i,1.4,-0.29,0.26,0.39
CCn1c(O)c(C#N)c(C)cc1=O,.,.,10%,-4.7,1192,i,20,.,.,14%,.,.,.,i,0.088,-0.18,0.038,-0.077
O=C(NCc1cccnc1)c1ccc(Cl)c(S(=O)(=O)Nc2ccccc2C(=O)NCc2cccnc2)c1,i,-3,17%,-3.1,1064,i,18,-9,33,-79%,3.8,2.1,7.3,i,-0.12,-0.28,0.1,-0.064
CCn1nc(C)c(Br)c1C(=O)Sc1ccccc1Cl,.,.,-1%,-1.6,1304,i,17,.,.,2%,.,.,.,i,-2.4,0.75,-0.99,-2.3
CCCCCC(=O)N/N=C/c1ccccc1[N+](=O)[O-],i,10,0%,-3.1,1094,i,63,11,-15,37%,2.7,1.5,5.6,i,0.26,-0.18,0.022,-0.16
O=C(OCC(=O)c1ccccc1Cl)c1cnccn1,i,-18,29%,-3.4,562,i,46,2,-3,7%,1.0,3.0,9.7,i,0.94,-0.29,0.2,-0.74
COC(=O)CSc1nnc2c3c4c(sc3nc(-n3nc(C)cc3C)n12)COC(C)(C)C4,i,-7,-3%,-6.1,1017,i,9,-45,-11,-1%,5.8,2.6,4.6,i,0.3,-0.27,0.54,-0.98
COc1ccc(/C=C/C(=O)N(C)C2CCCCC2)cc1Br,i,-27,0%,-0.5,1562,i,2,41,12,6%,2.5,1.4,8.1,i,1.5,-0.21,1.4,-1.1
Cc1cc(Oc2ccccc2)nc(N2CCOCC2)n1,i,-2,-6%,.,.,i,20,-4,10,-5%,1.3,1.3,8.9,i,-1.3,-0.25,-0.72,1.3
CCOC(=O)c1sc(C(=O)OCC)c(OCCO)c1OCCO,i,17,4%,-3.3,866,i,56,-14,5,-9%,6.4,2.7,7.3,i,-0.28,-0.24,-0.038,0.75
O=C(CCc1nnc(CCC2CCCCC2)o1)NCCc1ccccn1,i,12,3%,-0.5,1153,i,27,6,9,6%,3.9,3.2,8.2,i,-0.49,-0.29,-0.43,1
CCOC(=O)CSC1=C(C#N)C(=O)NC2(CCCCC2)S1,i,-10,6%,.,.,i,49,6,0,10%,1.4,0.9,3.2,i,-3.3,0.28,-1.6,0.59
CCOc1ccc2c(c1)C(=O)c1cc(OCC(=O)O)ccc1-2,.,.,4%,-1.1,1351,i,31,.,.,5%,.,.,.,i,0.89,-0.25,0.42,0.34
COc1ccc([N+](=O)[O-])c(S(=O)(=O)c2ccc(Cl)cc2)n1,.,.,5%,1.3,1291,i,14,.,.,-5%,.,.,.,i,-4.9*,1.7*,-2.5*,0.75*
COc1ccc(C2=NOC(COc3ccc([N+](=O)[O-])cc3)C2)cc1 (stereo unspecified),.,.,0%,0.2,1413,i,47,.,.,0%,.,.,.,i,-0.18,-0.082,0.3,0.37
O=C(Nc1ncccn1)c1ccc([N+](=O)[O-])o1,i,-4,1%,-1.8,1094,i,3,-2,-24,9%,1.9,2.3,2.5,i,-0.32,-0.14,-0.074,-0.9
CN(C)C(/C=C/Nc1ccc(F)cc1)=C(C#N)C#N,i,4,4%,.,.,i,32,1,5,-2%,1.0,2.0,6.0,i,.,.,.,.
CNC(=S)N1CCn2cccc2C1c1cc(OC)c(OC)c(OC)c1 (stereo unspecified),i,-15,3%,1.2,1045,i,36,-17,-13,2%,2.3,2.9,9.9,i,-1.2,-0.15,-0.51,0.092
Cc1cccc(C)c1NC(=O)C/C(N)=N/O,i,-2,8%,1.6,1303,i,30,-8,3,3%,2.3,1.4,5.2,i,0.15,-0.19,0.024,-0.17
CCCCN1C(=O)N(C)C2NC(=O)NC21 (stereo unspecified),i,1,4%,.,.,i,41,.,.,-2%,2.8,2.9,5.7,i,-0.41,-0.16,-0.22,1.2
CN(C)/C=C1/C(=O)N(c2ccc([N+](=O)[O-])cc2)N=C1c1ccccc1,i,21,6%,4.0,507,i,27,7,23,15%,3.3,2.3,0.2,i,-0.22,-0.15,-0.16,0.26
O=S(=O)(NCC1CCCO1)c1ccc(Oc2ccccc2)cc1 (stereo unspecified),i,5,1%,.,.,i,22,-16,-34,4%,2.3,2.3,3.5,i,0.096,-0.31,-0.039,0.27
CCc1nc(C)cn1S(=O)(=O)c1cc(Br)c(C)cc1OC,i,-4,0%,-0.8,1068,i,5,12,-3,1%,2.3,2.0,2.7,i,-0.34,-0.28,-0.26,0.87
CC(C)(C)NC(=O)NC(=O)COC(=O)CNC(=O)C1CCCCC1,i,-3,5%,-0.5,1040,i,29,-11,-17,7%,2.4,2.3,6.5,i,-0.3,-0.25,-0.18,0.27
COc1ccc2sc(/C=C/c3ccccc3O)[n+](C)c2c1,i,21,21%,-5.1,1154,.,.,6,6,?,4.3,2.0,0.2,i,-0.85,-0.062,-0.44,0.58
CCOC(=O)c1cc(CC)sc1/N=C/C1C(=O)CC(C)(C)CC1=O,i,5,0%,2.3,1017,i,6,0,13,10%,2.9,2.3,6.8,i,-0.19,-0.24,0.04,0.46
O=C(NCc1ccncc1)C12CC3CC(CC(C3)C1)C2,i,1,2%,-0.6,1153,i,48,-2,-1,-3%,3.4,2.8,8.8,i,0.96,-0.26,0.77,-1.4
Cc1cc(=O)oc(C)c1C(=O)N1CCN(Cc2ccc3c(c2)OCO3)CC1,i,5,-11%,0.9,1108,i,54,7,0,-2%,4.3,3.1,4.4,i,-1,-0.13,-0.37,0.8
COc1ccccc1OCC(=O)NCc1ccco1,i,12,-5%,-0.7,762,i,16,-25,-43,1%,3.4,3.5,10,i,-0.29,0.018,0.28,-0.86
Cc1ccc(C2(O)CN(c3ccccc3C)C3=[N+]2CCS3)cc1 (stereo unspecified),i,0,2%,1.5,1102,i,47,15,-1,21%,5.9,2.3,7.9,i,-1,0.046,-0.65,0.056
COc1ccc(CN2CCn3ncc(C(=O)Nc4cccc(C)c4)c3C2=O)cc1,i,1,8%,0.0,858,i,53,-19,-14,-5%,3.8,1.8,5.6,i,-0.056,-0.12,-0.13,-0.037
Cc1cccc2cc(CN(CCCN3CCOCC3)Cc3nnnn3C(C)(C)C)c(=O)[nH]c12,i,16,5%,1.6,1217,i,34,5,-6,21%,6.1,3.0,13,i,0.51,-0.33,0.63,-0.41
CCOC(=O)C1(Cc2cccc(OC)c2)CCN(Cc2ccon2)CC1,.,.,-2%,-0.7,1386,i,50,.,.,0%,.,.,.,i,0.39,-0.27,0.64,0.19
CC(C)Cn1c(-c2ccc(F)cc2)n[nH]c1=S,i,1,7%,-1.7,1092,i,42,3,8,3%,2.9,1.6,0.7,i,-0.24,-0.23,0.18,1.3
